# Screening data as filed in PubChem BioAssay.
# ABHD5-PLIN5 inh: blocks binding of human ABHD5 to perilipin-5; Q00G26+Q8WTS1; Split G. princeps luciferase complementation, luminescence, 4 h; inhibition, % at 4 µM; 0.78% of 360,000 active;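 active means inhibition above the mean inhibition across every tested compound plus 3 SD, cut at about 22% in these data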;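 further: 0% = DMSO only wells and the 100% control is not disclosed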
# SRC3 inh: inhibitors of human steroid receptor coactivator 3 (SRC3); inhibition, % at 3.6 µM; AID 588352; 0.17% of 360,000 active; Q9Y6Q9; HEK293 GAL4-SRC3 luciferase reporter, luminescence;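 active means inhibition above a per-campaign cutoff, the mean of all compounds plus 3 SD, cut at about 60% in these data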;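 further: 0% = DMSO-treated cells and 100% = gossypol-treated cells at 36 µM; higher means less SRC3-driven luciferase light from the GAL4 reporter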
# TROY signal inh: blocks TROY-dependent signaling in reporter cells; AID 1347056; 0.98% of 360,000 active; inhibition, % at 10 µM; Q293 LMP1-TROYcd NF-kB luciferase reporter, 4 h;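 active means compounds whose plate-normalised and pattern-corrected inhibition of the luciferase reporter signal at the single screening dose is 50% or more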
# NOD2-RIPK2 inh: NOD2-RIPK2 protein interaction inhibition; CHO BLA complementation NOD2-RIPK2, CCF4 ratio; inhibition, % at 4.98 µM; 0.38% of 360,000 active; AID 624267; in the data active means inhibition above about 21%;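 further: 0% = vehicle only and 100% = reference blocker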
# TLR9-MyD88 block: inhibitors of human TLR9-MyD88 binding | Q9NR96+Q99836 | CHO BLA complementation TLR9-MyD88, CCF4 FRET ratio | inhibition, % at 4.98 µM | 0.21% of 340,000 active | AID 504734;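 active means inhibition above the mean over all tested compounds plus 3 SD, cut at about 21% in these data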;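 further: 0% = DMSO only wells and 100% = clavulanate BLA inhibitor control wells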
# Target sequence (Q99836 whole entry, looked up): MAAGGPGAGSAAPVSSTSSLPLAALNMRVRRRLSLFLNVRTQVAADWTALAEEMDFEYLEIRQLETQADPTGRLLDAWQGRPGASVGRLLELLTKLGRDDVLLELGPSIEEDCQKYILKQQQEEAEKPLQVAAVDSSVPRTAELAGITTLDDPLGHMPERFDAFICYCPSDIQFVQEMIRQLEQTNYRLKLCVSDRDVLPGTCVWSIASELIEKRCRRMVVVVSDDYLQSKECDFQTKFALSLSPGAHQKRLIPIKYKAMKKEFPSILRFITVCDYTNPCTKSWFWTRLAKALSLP
# Target sequence (Q9NR96 whole entry, looked up): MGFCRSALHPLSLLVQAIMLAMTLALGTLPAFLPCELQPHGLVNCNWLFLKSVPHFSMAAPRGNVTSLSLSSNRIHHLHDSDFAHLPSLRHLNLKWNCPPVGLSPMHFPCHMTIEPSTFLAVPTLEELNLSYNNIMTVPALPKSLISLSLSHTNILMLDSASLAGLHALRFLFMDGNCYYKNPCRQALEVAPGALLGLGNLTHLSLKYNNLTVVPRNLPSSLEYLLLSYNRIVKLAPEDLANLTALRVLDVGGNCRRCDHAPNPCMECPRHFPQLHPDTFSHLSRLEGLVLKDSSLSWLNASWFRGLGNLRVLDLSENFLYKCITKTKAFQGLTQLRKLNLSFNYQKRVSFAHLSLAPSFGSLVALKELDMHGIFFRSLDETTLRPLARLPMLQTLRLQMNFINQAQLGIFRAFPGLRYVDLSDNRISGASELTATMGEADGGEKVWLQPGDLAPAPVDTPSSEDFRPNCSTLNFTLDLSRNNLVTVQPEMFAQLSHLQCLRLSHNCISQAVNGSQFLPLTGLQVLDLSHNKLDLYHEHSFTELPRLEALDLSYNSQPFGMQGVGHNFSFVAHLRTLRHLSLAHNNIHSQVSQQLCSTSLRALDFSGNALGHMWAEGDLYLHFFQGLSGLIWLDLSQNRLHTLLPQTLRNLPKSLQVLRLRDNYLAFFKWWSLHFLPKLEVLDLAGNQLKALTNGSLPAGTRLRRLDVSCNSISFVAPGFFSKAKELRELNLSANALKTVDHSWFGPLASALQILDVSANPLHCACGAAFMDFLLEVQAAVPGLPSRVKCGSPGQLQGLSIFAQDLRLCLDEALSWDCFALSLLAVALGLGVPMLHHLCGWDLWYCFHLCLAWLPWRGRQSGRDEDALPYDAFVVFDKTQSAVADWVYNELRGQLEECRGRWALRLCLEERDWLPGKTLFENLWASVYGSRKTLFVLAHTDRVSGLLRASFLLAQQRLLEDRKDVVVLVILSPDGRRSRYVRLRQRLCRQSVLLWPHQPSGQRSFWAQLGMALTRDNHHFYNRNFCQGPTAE
# LRH-1 inv ag: NR5A2 inverse agonism in reporter assay; O00482; HEK293T StAR-luciferase reporter, LRH-1 transfected, 24 h; inhibition, % at 3.6 µM; 0.13% of 360,000 active;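 active means inhibition above the mean inhibition of all tested compounds plus 3 SD, cut at about 73% in these data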;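 further: 0% = DMSO wells and 100% = reporter-only cells lacking LRH-1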
# SRC1 inh: human NCOA1 inhibition. 0.12% of 360,000 active. inhibition, % at 3.6 µM. AID 588354. HEK293 GAL4-SRC1 luciferase reporter, luminescence. Q15788;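 active means inhibition above the campaign mean plus 3 SD, with each screening campaign given its own cutoff, cut at about 60% in these data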;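 further: 0% = DMSO treated cells and 100% = gossypol at 36 µM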
# SRC2 inh: human SRC2 (NCOA2) inhibition | Q15596 | 0.17% of 370,000 active | inhibition, % at 9 µM | AID 651957 | HEK293 GAL4-SRC2 luciferase reporter, luminescence;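 active means inhibition above the mean inhibition of all tested compounds plus 3 SD, set per campaign, cut at about 52% in these data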;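 further: 0% = DMSO treated cells and 100% = cells given Gossypol at 36 µM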
# Exocytosis inh: lytic granule exocytosis inhibition. inhibition, % at 10 µM. 0.66% of 360,000 active. AID 651702. TALL-104 LAMP-1 surface exposure, flow cytometry; cells stimulated with thapsigargin and PMA;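 active means inhibition above about 55%, limit read from the data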
# COUP-TFII inh: blocks human COUP-TFII nuclear receptor; P24468; HEK293T NGFI-A luciferase reporter, luminescence; inhibition, % at 8.6 µM; 0.7% of 370,000 active; AID 686940;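 active means inhibition above a per-plate cutoff, mean inhibition of test wells between control levels plus 3 SD, cut at about 38% in these data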;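 further: cells cotransfected with COUP-TFII expression vector driving the NGFI-A reporter; 0% = median of COUP-TF2 test wells and 100% = reporter-only cells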
# TWEAK-Fn14 inh: TWEAK-Fn14 signaling inhibition; TWEAK-stimulated Fn14 reporter cells, luciferase luminescence, 8 h; inhibition, % at 10 µM; 2% of 360,000 active; in the data active means inhibition above about 50%
# * hit, by the source's call; nt = not tested or not shown.
molecule,ABHD5-PLIN5 inh,SRC3 inh,TROY signal inh,NOD2-RIPK2 inh,TLR9-MyD88 block,LRH-1 inv ag,SRC1 inh,SRC2 inh,Exocytosis inh,COUP-TFII inh,TWEAK-Fn14 inh
O=C1OC(N2CCN(C/C=C/c3ccccc3)CC2)c2ccccc21 (stereo not given),-2,-4,18,-2,-8,1,-2,4,2,1,0
Cc1ccc(C)c(NC(=O)CSc2nnc(Cc3cccn3C)n2-c2ccc(F)cc2)c1,4,-11,7,-5,9,0,-11,23,-2,16,24
Cc1cc(C)nc(Sc2ccc(/C=C(\C#N)C(=O)Nc3ccccc3)o2)n1,-6,11,-24,1,-2,-11,-68,-18,0,10,-4
O=C(c1ccco1)N1CCN(S(=O)(=O)/C=C/c2ccccc2)CC1,-4,19,6,3,2,15,-6,2,-4,12,-10
Cc1ccc(N=Nc2c(N)nn3c(C)cc(C)nc23)cc1,3,2,-23,-9,-5,-24,-11,-25,3,-2,-5
COC(=O)c1onc(-c2ccccc2)c1C(=O)OC,-3,-11,-25,-11,-4,5,11,-3,-2,-4,17
Cc1nc(SCc2nc3ccccc3[nH]2)c2oc3ccc(Br)cc3c2n1,1,-6,-7,-1,8,9,1,-11,-5,1,-33
CCOc1ccc(NC(=S)N2CCC(NC(=O)c3ccco3)CC2)cc1,-3,-20,-4,3,-2,1,26,-4,18,-1,5
O=C(COC(=O)CNS(=O)(=O)c1ccc(Br)cc1Cl)NCCc1ccccc1,4,13,22,2,1,28,6,-13,-4,-1,8
CC(C)C[C@H](NC(=O)c1nc[nH]c1C(=O)N1CCNCC1)C(=O)OC(C)(C)C,12,-10,-11,-5,4,10,-13,-11,-4,15,11
CN(CC(=O)NCCc1ccccc1)S(=O)(=O)c1cccc2nsnc12,1,28,-15,8,-1,8,-4,2,1,-1,18
CC(C)(C)c1ccc(S(=O)(=O)Nc2ccc(C(O)(C(F)(F)F)C(F)(F)F)cc2)cc1,-18,7,33,9,nt,-10,-6,-4,-5,5,28
COc1ccccc1N1CCN(C(c2cccs2)C(C)NS(=O)(=O)c2ccccc2)CC1 (stereo not given),-9,4,7,-11,3,2,1,-3,0,16,10
COc1cc(C(O)P(=O)(OC2CCCCC2)c2ccc(N(C)C)cc2)cc(OC)c1OC (stereo not given),-3,-17,-20,0,-8,2,-3,-21,-3,-9,-7
Cc1ccc(-n2c3nc(=O)[nH]c(=O)c-3cc3c(C)nn(-c4ccccc4)c32)c(C)c1,1,2,4,3,-2,13,0,-14,2,7,4
Cc1ccc(CN2CCN(/N=C\c3cccc([N+](=O)[O-])c3)CC2)cc1,-9,-18,-9,3,-7,40,11,7,-4,-2,-10
Cc1ccc2c(c1)N(CC(=O)NCCc1ccc(Cl)cc1)C(=O)c1cccnc1O2,2,3,-8,7,0,18,9,17,0,22,5
C=C(C)Cn1c(C)cc(C)c(S(=O)(=O)c2ccc(C)cc2)c1=O,-3,14,28,-5,-8,6,4,21,-2,13,5
Cc1c(O)ccc(C(=O)CN2CCN(c3ccccc3F)CC2)c1O,-7,-2,-3,-11,11,7,-13,nt,1,nt,1
Cc1cc(=O)oc2c(C)c(OC(C)C(=O)NCC(O)c3ccccc3)ccc12 (stereo not given),-1,13,-11,4,2,14,3,-1,-2,7,-21
CN(C)/C=C/C(=O)c1cccc([N+](=O)[O-])c1,2,0,-2,-4,nt,-6,-2,-6,3,-19,0
CCOC(=O)N1CCN(S(=O)(=O)CCNC(=O)c2ccccc2)CC1,-2,9,-19,2,3,0,10,7,-9,6,3
CSc1ncccc1C(=O)OCC(=O)Nc1cccc(S(=O)(=O)N2CCOCC2)c1,5,-22,-5,-19,4,13,-12,-14,-3,14,-3
CCOC(=O)c1c(CN2CCN(Cc3ccccc3)CC2)n(C)c2cc(Br)c(OC)cc12,-13,0,-6,4,3,-1,-20,9,13,10,31
N#Cc1ccc(NC(=O)COC(=O)c2cccc(S(=O)(=O)N3CCCC3)c2)cc1,0,-7,-8,-2,12,-2,-4,-10,1,1,10
CS(=O)(=O)Oc1ccc(/C=C2\C(=N)N3N=C(CC(=O)N4CCOCC4)SC3=NC2=O)cc1Cl,-10,12,3,-4,-9,-7,-3,-33,-1,13,-7
Cc1sc(NC(=O)c2cc(-c3ccccc3)nc3ccccc23)c(C(N)=O)c1C,-3,9,5,12,6,20,-14,5,2,-10,27
CN(CC(=O)N1CCCC1)S(=O)(=O)c1ccc2ccccc2c1,3,-16,10,-2,1,6,-13,-21,0,-2,-6
CN(C)c1ccc(NC(=O)CSc2nc3c(c(=O)[nH]2)CCCC3)cc1,-6,17,-17,5,-2,9,-10,nt,-2,nt,7
CCOCCn1c(CN(Cc2ccccc2)Cc2ccccc2)nc2c1c(=O)n(C)c(=O)n2C,4,8,-11,9,-12,14,-3,5,-1,5,8
CN1C(=O)C(C)(C)c2cc(S(=O)(=O)NCCc3ccc(Cl)cc3)ccc21,5,-1,-16,-1,7,-12,-5,13,8,-11,21
OC(COc1ccc2c(c1)OCO2)CN1CCN(c2ccc(F)cc2)CC1 (stereo not given),-4,4,-6,1,5,14,3,-19,-8,7,-4
O=C(CCC(=O)Nc1ccccc1Cl)NNC(=O)C1CCCCC1,-2,-23,7,-17,-13,16,-17,22,3,2,19
CC(C)C(=O)Nc1cc2c3c(c1)CCC(=O)N3CCC2,-5,10,-15,11,1,19,-4,-14,1,1,0
O=C(c1nc2ncccn2n1)N1CCc2ccccc2C1,-1,5,-7,1,1,-2,-6,-4,0,8,0
COc1ccnc2c1c(=O)n(Cc1ccc(Cl)cc1)c(=O)n2C,5,-8,10,-17,3,8,6,3,0,11,-22
Cc1ccc(NC(=O)C(Cc2ccccc2)N2C(=O)C3C4CCC(C4)C3C2=O)cc1Cl (stereo not given),-6,10,7,3,-5,4,-5,-18,-3,1,20
CC1(C(=O)NS(=O)(=O)c2cccc(F)c2)CCN1C(=O)C/C=C/c1ccccc1 (stereo not given),-2,-4,11,-2,nt,-11,13,4,4,1,-2
C#CCNC(=O)C[C@@H]1C[C@@]2(C(=O)OC)CCCCC=C2N(CCCCCCCC)C1=O,-1,nt,-6,-9,nt,-2,nt,12,0,15,5
COC1=C(Nc2ccccc2)C(=O)C(OC)=C(Nc2ccccc2)C1=O,-4,-11,-36,-8,-3,3,-9,4,-9,-10,-7
COc1cc(C)c(CN2CCN(c3ncccn3)CC2)cc1C,1,12,0,-6,nt,17,-4,18,-2,18,-5
Cc1cc(C)c(-c2cc(C(=O)Nc3cc(C)ccc3C)[nH]n2)c(O)c1,-4,-17,-25,6,2,11,-15,8,1,6,-11
CCn1cc(S(=O)(=O)CC(=O)NC2CCCCC2)c2ccccc21,-1,13,5,1,-35,14,4,-9,9,-7,10
O=C(CCl)Nc1cc(SCC(O)CO)cc([N+](=O)[O-])c1 (stereo not given),10,70*,-4,-8,0,87*,28,69*,-3,69*,10
COc1ccc(Oc2nc3c(C)cccn3c(=O)c2/C=C(\C#N)C(N)=O)cc1,-7,16,15,-3,3,4,8,7,2,-16,7
COc1ccc2c(Cl)c(-c3nnc(SCC(N)=O)n3C)sc2c1,11,2,-12,-12,2,7,2,11,-1,9,0
Cc1cc(C)nc(NC(=O)c2c(C(=O)O)noc2C)n1,-2,2,8,-7,-8,15,-17,-21,-2,-4,2
COc1ccc(S(=O)(=O)N(C)c2ccc(OCC(=O)Nc3cc(C)on3)cc2)cc1,-1,7,-2,-6,8,24,-19,-6,-1,6,3
O=C(COC(=O)c1cccc(F)c1)Nc1ccc2c(c1)OCCO2,3,-15,-47,-6,-3,7,-14,-79,-2,-7,-4
COCCNC(=S)N/N=C/c1ccc2c(c1)OCCO2,4,-6,15,-1,-3,-6,-16,-10,4,-2,-1

# Continued:
molecule,ABHD5-PLIN5 inh,SRC3 inh,TROY signal inh,NOD2-RIPK2 inh,TLR9-MyD88 block,LRH-1 inv ag,SRC1 inh,SRC2 inh,Exocytosis inh,COUP-TFII inh,TWEAK-Fn14 inh
COc1ccc(S(=O)(=O)Nc2ccc3c(c2)C(=O)N([C@@H](C)CO)C[C@@H](C)[C@H](CN(C)S(=O)(=O)c2ccc(F)cc2)OCCCC[C@H](C)O3)cc1,12,7,-9,-10,2,8,-3,1,1,-6,-11
Cc1nnc2sc(SCc3ccccc3Cl)nn2c1=O,2,4,-6,5,-4,4,-9,-23,-2,1,-6
O=C(NCc1cccs1)c1cccc2c(-c3cccnc3)coc12,5,-38,10,5,nt,-24,0,-18,1,-17,-16
COc1cc(OC)cc(-c2nnc(NC(=O)CCS(=O)(=O)c3ccc(F)cc3)o2)c1,10,0,-14,8,-11,3,2,9,5,-11,20
Cc1csc2sc(-c3ccnc(SCC(=O)NCc4ccccc4)n3)c(C)c12,4,-2,4,1,4,28,3,15,66*,2,2
COc1ccc(C(=O)NNC(=O)CCC(=O)Nc2cc(C)on2)cc1,-6,9,17,-2,-8,14,4,-1,10,-4,11
N#CC1=C(N)SC(N)=C(C#N)C1c1cccc(O)c1,-18,-7,6,11,0,16,2,-13,-3,7,-1
O=C(O)c1ccc(Cl)c(S(=O)(=O)Nc2ccc(S(=O)(=O)Nc3cccc(Cl)c3)cc2)c1,20,9,-3,-1,-12,6,0,8,-3,11,18
O=C(Nc1nc2ccccc2[nH]1)c1ccc(OC(F)F)cc1,-10,-80,5,-7,0,-89,-89,-3,-8,-7,-1
CC(=O)N1CCc2cc(Br)cc(S(=O)(=O)CCC(=O)N3CCN(c4ccccn4)CC3)c21,3,17,-5,1,6,3,1,-11,9,15,2
CCCCn1c(=O)[nH]c(=O)c2c1nc(-c1ccc(-c3ccccc3)cc1)n2C,0,0,15,6,2,0,-14,-8,-6,-20,-15
NC(=O)c1cc([N+](=O)[O-])ccc1NCc1cccc2ccccc12,7,-10,-3,-9,-6,11,1,-12,2,-20,-20
Cc1ccc(S(=O)(=O)Nc2ccc(Cl)cc2O)cc1,1,nt,nt,-17,nt,25,nt,-38,-2,0,nt
Cc1csc(NC(CO)c2nc3ccccc3n2CCOCCO)n1 (stereo not given),-3,0,3,0,1,6,-5,10,1,-14,3
O=C(c1cnc(Cc2c[nH]c3ccccc23)c(I)c1)N1CCCCC1,11,-69,0,10,nt,-77,-76,-16,1,-10,8
COc1cc(/C=C(\C#N)c2nc3ccccc3[nH]2)c([N+](=O)[O-])cc1OCc1ccccc1,-1,-15,-4,-7,4,-7,-33,-22,0,-13,34
CC(C)CC(NS(=O)(=O)c1ccc2c(c1)oc(=O)n2C)C(=O)NC1CCCc2ccccc21 (stereo not given),-2,5,6,-6,-6,5,2,-4,-1,4,-32
O=C(Cn1cnc2ccccc2c1=O)Nc1nnc(C2CC2)s1,5,7,3,-6,6,8,-8,-19,6,-3,7
O=C(Oc1cccc2c(O)cccc12)c1ccco1,5,-20,9,1,11,5,-16,-7,-28,5,29
Cc1nc(NS(=O)(=O)c2ccccc2)sc1C(=O)N/N=C/c1ccccc1,1,-1,-6,-5,7,-3,-19,-36,-4,-17,5
CCC12CSc3nc(Cl)ccc3N1C(=O)C(=O)N2C (stereo not given),-2,3,-12,-4,nt,10,-2,-15,-4,-12,-12

# The list is partial; count on the stated rates, not on these rows.
